Source: PubChem BioAssay
MsrA inh: inhibitors of bovine MsrA; purified bovine MsrA, absorbance read-out; 0.75% of 360,000 active; inhibition, % at 15.5 µM; in the data active means inhibition above about 4.5%;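 further: 0% = vehicle wells with enzyme and 100% = reference inhibitor wells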
MT1-MMP act inh: MT1-MMP (human) activation inhibition; P50281; HT1080 RFP-PRO-GFP cells, GFP/RFP ratio fluorescence, overnight; percent of plate control window, DMSO zero; GFP/RFP ratio change, % at 20 µM; 0.061% of 360,000 active; AID 651647;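 active means GFP/RFP ratio change of at least 30% with cell ATP level not reduced by more than half and red fluorescence within 50% of control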; further: strong numbers were not always called active
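Assay system – RFP-PRO-GFP reporter HT1080 cells · Compound dosing – single dose of 20 µM compound, 1% DMSO final · Incubation – overnight compound exposure at 37 °C · Measure – GFP/RFP fluorescence ratio · Benchmarks – DMSO wells and RFP-L50D-GFP cells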
MLLE-PAM2 inh: blocks PAM2 peptide binding to the PABP1 MLLE domain; P11940; AID 588489; GST-MLLE / FITC-PAM2 fluorescence polarization; inhibition, % at 20 µM; 0.36% of 360,000 active; in the data active means inhibition above about 35%, passing the limit was not always enough;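 further: plate controls were DMSO wells with GST-MLLE for no effect and wells lacking GST-MLLE protein for full effect; some results filed as inactive read as strong as hits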
Rin1-Abl PPI inh: blocks binding of human Rin1 to Abl; inhibition, % at 7.35 µM; P00519+Q13671; TR-FRET Rin1/Abl binding, biochemical; AID 588664; 0.4% of 360,000 active; in the data active means inhibition above about 5%, passing the limit was not always enough
bovine MsrA act: bovine methionine sulfoxide reductase A activation; purified bovine MsrA, absorbance read-out; activation, % at 10.6 µM; 0.3% of 360,000 active; AID 602163; in the data active means activation above about 7.5%;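 further: 0% = vehicle and 100% = reference activator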
CSN inh: inhibitors of human CSN-mediated cullin deneddylation | Q92905 | Purified CSN, SCF-Nedd8-OG deneddylation, fluorescence polarization | 0.38% of 360,000 active | inhibition, % at 12.5 µM;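 active means pattern-corrected inhibition above about 35%, with an unprinted fluorescence ratio check between 0.5 and 1.5, limit read from the data, passing the limit was not always enough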;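 further: 0% = enzyme with substrate and 100% = substrate without enzyme; some results filed as inactive read as strong as hits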
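Material: human Csn5 produced in HEK293T cells; Input: enzyme 0.24 nM; Reagent: SCFSkp2-Nedd8OG substrate at 10 nM final; Dosing: 12.5 µM compound; Incubation: 90 min reaction at room temperature; Detection: fluorescence polarization of the substrate; Evaluation: % inhibition of substrate cleavage by Csn5; Control set: substrate-only high control, full reaction low control.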
Rpn11 block: inhibitors of human proteasome Rpn11; human 26S proteasome, Ub4-pepOG fluorescence polarization; 20S core pre-blocked with epoxomicin; 0.59% of 360,000 active; calls only at 20 µM; O00487;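 active means inhibition at 20 µM, scaled to each plate's controls, above about 33%, limit read from the data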
FAS-TE inh: inhibitors of human fatty acid synthase thioesterase domain | P49327 | recombinant FAS-TE, OMFH fluorogenic substrate, fluorescence endpoint | inhibition, % at 15 µM | 0.67% of 360,000 active | AID 602261;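 active means compounds whose normalised, plate-corrected inhibition of enzyme fluorescence in the single-dose primary screen is 50% or more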;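 further: 0% = DMSO with enzyme and 100% = substrate without enzyme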
eLon inh: inhibitors of E. coli Lon protease. P0A9M0. purified E. coli Lon protease, fluorescence polarization. inhibition, % at 7.94 µM. 0.42% of 360,000 active. AID 602123; in the data active means inhibition above about 13%, passing the limit was not always enough;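 further: 0% = enzyme with probe and DMSO and 100% = no enzyme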
* = called active by the depositor; & = joins results of further samples.

`CCSc1nnc2ccc(-c3ccc(OC)c(OC)c3)nn12` gave MsrA inh 1.6, MT1-MMP act inh 3, MLLE-PAM2 inh 1, Rin1-Abl PPI inh -2, bovine MsrA act -3, CSN inh 0, Rpn11 block inactive, FAS-TE inh 1 and eLon inh 4.
For O=C(CCNS(=O)(=O)c1ccc(Br)s1)NCc1ccc2c(c1)OCO2 the results were MsrA inh 0.3, MT1-MMP act inh 1, MLLE-PAM2 inh 19, Rin1-Abl PPI inh 3, bovine MsrA act 2, CSN inh 103, Rpn11 block inactive, FAS-TE inh 1 and eLon inh -2.
For Brc1cnc(N2CCCC2)nc1N1CCOCC1 the results were MsrA inh 3.2, MT1-MMP act inh 8, MLLE-PAM2 inh 4, Rin1-Abl PPI inh -3, bovine MsrA act -3, CSN inh -5, Rpn11 block inactive, FAS-TE inh -5 and eLon inh -6.
For Clc1cccc(N/N=C(\Cc2nc3ccccc3[nH]2)c2ccccc2)c1 the results were MsrA inh 2.2, MT1-MMP act inh -7, MLLE-PAM2 inh -3, Rin1-Abl PPI inh -2, bovine MsrA act -4, CSN inh 4, Rpn11 block inactive, FAS-TE inh 29 and eLon inh -4.
For COc1ccc(C(=O)N/C(=C\c2ccc(OC)c(OC)c2)C(=O)N2CCCCC2)cc1 the results were MsrA inh 0.7, MT1-MMP act inh 1, MLLE-PAM2 inh -11, Rin1-Abl PPI inh -4, bovine MsrA act -4, CSN inh 2, Rpn11 block inactive, FAS-TE inh -6 and eLon inh -1.
`Cc1cc(C)cc(OCC(=O)Nc2nc3ccc([N+](=O)[O-])cc3s2)c1` gave MsrA inh 0.7, MT1-MMP act inh 0, MLLE-PAM2 inh 8, Rin1-Abl PPI inh 6, bovine MsrA act -11, CSN inh 0, Rpn11 block inactive, FAS-TE inh 11 and eLon inh -4.
Screening CC(C)c1ccc(CC(=O)N2CCC2(C)C(=O)NS(=O)(=O)c2cccc(OC(F)F)c2)cc1 (centres undefined) returned MsrA inh 0.6, MT1-MMP act inh -1, MLLE-PAM2 inh 16, Rin1-Abl PPI inh 3, bovine MsrA act 7, CSN inh -4, Rpn11 block inactive, FAS-TE inh -8 and eLon inh -6.
`CSc1nc(SCC(=O)O)c2c3c(sc2n1)COC(C)(C)C3` gave MsrA inh 0.2, MT1-MMP act inh 1, MLLE-PAM2 inh 2, Rin1-Abl PPI inh -7, bovine MsrA act -4, CSN inh -3, Rpn11 block inactive, FAS-TE inh -4 and eLon inh 6.
`COC(=O)/C(=C/c1c[nH]c2ccccc12)[N+](=O)[O-]` gave MsrA inh 0.1, MT1-MMP act inh -5, MLLE-PAM2 inh 3, Rin1-Abl PPI inh -3, bovine MsrA act -1, CSN inh 3, Rpn11 block inactive, FAS-TE inh -5 and eLon inh -12.
`CC(=O)C1=C(O)C(=O)N(c2nccs2)C1c1ccccc1` (centres undefined) gave MsrA inh 1.1, MT1-MMP act inh 2, MLLE-PAM2 inh -5, Rin1-Abl PPI inh 0, bovine MsrA act -3, CSN inh 0, Rpn11 block inactive, FAS-TE inh -7 and eLon inh -2.
Screening Cc1cccc(N(CC(=O)NCCSCc2ccco2)S(=O)(=O)c2ccccc2)c1 returned MsrA inh -1.6, MT1-MMP act inh -2, MLLE-PAM2 inh 38, Rin1-Abl PPI inh -4, bovine MsrA act -3, CSN inh 8, Rpn11 block inactive, FAS-TE inh 11 and eLon inh 2.
Cc1cn(CC(=O)NCc2nc3ccccc3[nH]2)c(=O)[nH]c1=O was read as MsrA inh -0.2, MT1-MMP act inh 4, bovine MsrA act 4, CSN inh 5, FAS-TE inh -12 and eLon inh -6.

The final 2 records of the section before lead into the next:
Screening Cc1cccc(N(CC(=O)NCCSCc2ccco2)S(=O)(=O)c2ccccc2)c1 returned MsrA inh -1.6, MT1-MMP act inh -2, MLLE-PAM2 inh 38, Rin1-Abl PPI inh -4, bovine MsrA act -3, CSN inh 8, Rpn11 block inactive, FAS-TE inh 11 and eLon inh 2.
Cc1cn(CC(=O)NCc2nc3ccccc3[nH]2)c(=O)[nH]c1=O was read as MsrA inh -0.2, MT1-MMP act inh 4, bovine MsrA act 4, CSN inh 5, FAS-TE inh -12 and eLon inh -6.
CCOC(=O)c1nc(NCc2cccc(OC)c2)c2ccccc2n1 was read as MsrA inh 0.3, MT1-MMP act inh -7, MLLE-PAM2 inh -1, Rin1-Abl PPI inh -3, bovine MsrA act -9, CSN inh 0, Rpn11 block inactive, FAS-TE inh -4 and eLon inh 1.
O=S(=O)(/N=C(/Nc1cc(N2CCOCC2)ncn1)c1ccc(F)cc1)c1ccccc1 was read as MsrA inh 0.1&0.3, MT1-MMP act inh 0&-6, MLLE-PAM2 inh -2&4, Rin1-Abl PPI inh -2&0, bovine MsrA act 3&-1, CSN inh -2&0, Rpn11 block inactive, FAS-TE inh -6&-6 and eLon inh -8&-11.
For Cn1nnc(NC(=O)c2cccc(F)c2)n1 the results were MsrA inh 1.1, MT1-MMP act inh 2, MLLE-PAM2 inh -4, Rin1-Abl PPI inh -2, bovine MsrA act -1, CSN inh -5, Rpn11 block inactive, FAS-TE inh -5 and eLon inh -1.
`O=C(Nc1cccc(F)c1)c1ccc(CSc2ccccc2)o1` gave MsrA inh 0.4, MT1-MMP act inh 1, MLLE-PAM2 inh 14, Rin1-Abl PPI inh 1, bovine MsrA act 3, CSN inh -2, Rpn11 block inactive, FAS-TE inh 19 and eLon inh -4.
Screening CC(=O)Nc1cccc(-c2ccnc3c2CC(C)(C(=O)Nc2ccc(C(C)C)cc2)O3)c1 (centres undefined) returned MsrA inh -0.4, MT1-MMP act inh 5, MLLE-PAM2 inh 7, Rin1-Abl PPI inh 1, bovine MsrA act -1, CSN inh -5, Rpn11 block inactive, FAS-TE inh 14 and eLon inh 3.
Screening Cc1cc(C(=O)N/N=C/c2ccc(-c3ccc([N+](=O)[O-])cc3Cl)o2)n[nH]1 returned MsrA inh 0.5, MT1-MMP act inh 0, MLLE-PAM2 inh 37, Rin1-Abl PPI inh -4, bovine MsrA act -3, CSN inh 46*, Rpn11 block inactive, FAS-TE inh 2 and eLon inh -9.
For COc1ccc(NC(=O)[C@@H](NC(=O)c2ccccc2F)C(C)C)cc1S(=O)(=O)N1CCOCC1 the results were MsrA inh 0.1, MT1-MMP act inh -1, MLLE-PAM2 inh 19, Rin1-Abl PPI inh 0, bovine MsrA act -3, CSN inh 6, Rpn11 block inactive, FAS-TE inh -1 and eLon inh -13.
Screening COC(=O)CNC(=O)c1ccccc1C returned MsrA inh 0.2, MT1-MMP act inh 3, MLLE-PAM2 inh -5, Rin1-Abl PPI inh 0, bovine MsrA act -9, CSN inh -1, Rpn11 block inactive, FAS-TE inh -7 and eLon inh -1.
`COc1ccc(CC(=O)N2N=C(C)CC2(O)C(F)(F)F)cc1` (centres undefined) gave MsrA inh -0.5, MT1-MMP act inh -4, MLLE-PAM2 inh 1, Rin1-Abl PPI inh 1, bovine MsrA act 0, CSN inh 2, Rpn11 block inactive, FAS-TE inh -11 and eLon inh -7.
CCCC(C(=O)n1nc(C)cc1C)C(NS(=O)(=O)c1ccc(C)cc1)c1ccccc1 (centres undefined) was read as MsrA inh 0.5, MT1-MMP act inh -27, MLLE-PAM2 inh 2, Rin1-Abl PPI inh -2, bovine MsrA act 1, CSN inh 1, Rpn11 block inactive, FAS-TE inh 31 and eLon inh -3.
Screening CCOC(=O)C1=C(C)N(c2ccccc2)C(=O)C1 returned MsrA inh -1.4, MT1-MMP act inh -3, MLLE-PAM2 inh -8, Rin1-Abl PPI inh 2, bovine MsrA act -1, CSN inh 1, Rpn11 block inactive, FAS-TE inh -6 and eLon inh 1.
COc1ccccc1CN(C)c1nnnn1-c1ccccc1 was read as MsrA inh -0.6, MT1-MMP act inh 3, MLLE-PAM2 inh 9, Rin1-Abl PPI inh -2, bovine MsrA act -1, CSN inh 2, Rpn11 block inactive, FAS-TE inh -1 and eLon inh -12.
Screening FC(F)(F)c1cnc(N/N=C/c2ccncc2)c(Cl)c1 returned MsrA inh 3.8, MT1-MMP act inh -1, MLLE-PAM2 inh 18, Rin1-Abl PPI inh -4, bovine MsrA act -8, CSN inh -5, Rpn11 block inactive, FAS-TE inh -3 and eLon inh 2.
`Cc1cccc(C(=O)N=C2SC3CS(=O)(=O)CC3N2c2ccccc2)c1` (centres undefined) gave MsrA inh 0.0, MT1-MMP act inh -3, MLLE-PAM2 inh -7, Rin1-Abl PPI inh 1, bovine MsrA act -4, CSN inh 4, Rpn11 block inactive, FAS-TE inh 8 and eLon inh -1.
Screening Cc1ccccc1Cn1cc(/C=N/n2cnnc2)c2ccccc21 returned MsrA inh 3.3, MT1-MMP act inh 5, MLLE-PAM2 inh -2, Rin1-Abl PPI inh 0, bovine MsrA act -4, CSN inh 3, Rpn11 block inactive, FAS-TE inh 2 and eLon inh -4.
`O=C1c2ccc(-c3nc4ccccc4o3)cc2C(=O)N1Cc1ccccc1` gave MsrA inh -0.3, MT1-MMP act inh -9, MLLE-PAM2 inh -1, Rin1-Abl PPI inh 3, bovine MsrA act -2, CSN inh -3, Rpn11 block inactive, FAS-TE inh -5 and eLon inh 5.
Screening COCCOC1CCN(C(=O)c2cc(COc3ccc(F)cc3F)on2)CC1 returned MsrA inh -0.4, MT1-MMP act inh -2, MLLE-PAM2 inh -5, Rin1-Abl PPI inh 0, bovine MsrA act -1, CSN inh 14, Rpn11 block inactive, FAS-TE inh -7 and eLon inh -7.
`CN(C(=O)CSc1nnc(C2CC2)n1C1CC1)C1(C#N)CCCCC1` gave MsrA inh 0.5, MT1-MMP act inh 1, MLLE-PAM2 inh 0, Rin1-Abl PPI inh 3, bovine MsrA act -8, CSN inh 1, Rpn11 block inactive, FAS-TE inh -7 and eLon inh 3.
Screening CCOC(=O)c1cnc2c(N=Nc3ccccc3)c(N)nn2c1N returned MsrA inh 0.7, MT1-MMP act inh 11, MLLE-PAM2 inh 5, Rin1-Abl PPI inh 0, bovine MsrA act -3, CSN inh 4, Rpn11 block inactive, FAS-TE inh -7 and eLon inh -8.
`CS(=O)(=O)N(CC(=O)O)c1cc(C(F)(F)F)ccc1Cl` gave MsrA inh 0.0, MT1-MMP act inh 8, MLLE-PAM2 inh 1, Rin1-Abl PPI inh -1, bovine MsrA act 0, CSN inh -5, Rpn11 block inactive, FAS-TE inh -8 and eLon inh -4.
CC1(C(=O)NS(=O)(=O)C2CC2)CCCN(C(=O)c2cccnc2Oc2ccccc2)C1 (centres undefined) was read as MsrA inh 0.0, MT1-MMP act inh 1, MLLE-PAM2 inh 8, Rin1-Abl PPI inh -2, bovine MsrA act -4, CSN inh -2, Rpn11 block inactive, FAS-TE inh -6 and eLon inh -11.
`Cc1ccc2c(c1)NCC(C(=O)NCc1ccccc1)O2` (centres undefined) gave MsrA inh -1.5, MT1-MMP act inh 2, MLLE-PAM2 inh 9, Rin1-Abl PPI inh 1, bovine MsrA act -4, CSN inh -2, Rpn11 block inactive, FAS-TE inh -8 and eLon inh -5.
`O=C(Cc1ccc(Cl)cc1)N/N=C/c1ccc(O)c(O)c1` gave MsrA inh 0.9, MT1-MMP act inh 3, MLLE-PAM2 inh -11, Rin1-Abl PPI inh -2, bovine MsrA act -4, CSN inh -2, Rpn11 block inactive, FAS-TE inh -10 and eLon inh 3.
